# TAG inh: reduces triacylglycerol accumulation in H9c2 cells; inhibition, % at 12.5 µM; Nile Red lipid (TAG) fluorescence; cells loaded with 200 µM oleic acid; 230,000 compounds, 0.66% hits;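 active means pattern-corrected inhibition of lipid staining of at least 50% with the nuclear-stain viability signal not falling by more than 50%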;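 further: 0% = DMSO wells and 100% = triacsin C control wells; some results filed as inactive read as strong as hits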
# TAG inh DAPI viability: second read-out of TAG inh, no call of its own (marks repeat the call); DAPI nuclei signal change (viability), lower = more cytotoxic, %;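 whole-well DAPI fluorescence read on a plate reader as a viability signal; minus 50 percent equals half of cells still viable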
# An asterisk follows results filed as active.
SMILES,TAG inh,TAG inh DAPI viability
O=C(N/N=C/c1ccc(OC(=O)c2ccc([N+](=O)[O-])cc2)cc1)c1cccnc1,7,3
Clc1ccccc1OCc1nnc(-c2ccccc2)o1,13,-11
CC(=O)c1ccc(N2CCN(S(=O)(=O)c3cccc4nonc34)CC2)cc1,3,2
COc1ccc(C(=O)NCC(=O)N/N=C/c2ccc(C)o2)cc1OC,-12,1
CC(=O)c1cccc(NC(=O)c2cc(-n3cnnc3)ccc2Cl)c1,7,-11
CC1(C(=O)NS(=O)(=O)c2ccc(Cl)cc2)CCN1C(=O)Cc1ccsc1 (configuration not stated),3,7
O=C(Nc1ccc(N2CCOCC2)cc1)C1CCN(C(=O)OCc2ccccc2)CC1,-5,1
CCCCn1c(N)c(N(CCOC)C(=O)c2cc(=O)[nH]c3ccccc23)c(=O)[nH]c1=O,-23,2
COc1ccc([N+](=O)[O-])cc1N/C(=N/S(=O)(=O)c1ccccc1)c1ccccc1,-20,11
Cc1ccc2c(c1)c1c3n2CCN(C=O)C3CCC1 (configuration not stated),2,-8
COc1ccc(N(CC(=O)Nc2nc3ccc(C)cc3s2)S(=O)(=O)c2c(C)nn(C)c2C)cc1,-12,1
Cc1ccc(OCc2nnc(SCC(=O)CC(=O)Nc3ccccc3)o2)cc1,-11,4
Cc1c(/C=N/n2cnnc2)c2ccccc2n1C,2,-9
CCCCCCCCNC1=CC(=O)CC(C)(C)C1,-8,-6
CC(C)C[C@@H](CO)N1CCN(CC(C)C)CCC1=O,13,-7
CCN(CC(=O)NC1CCS(=O)(=O)C1)S(=O)(=O)c1ccccc1Cl (configuration not stated),20,5
CCCn1c(SCC(=O)Nc2ccc3c(c2)OCO3)n[nH]c1=O,-14,13
COc1ccc(CCn2c(NCc3ccco3)nc3c2c(=O)[nH]c(=O)n3C)cc1,15,-11
COc1ccc(Cl)cc1NC(=O)CN(C)C(=O)c1ccc(-n2cncn2)cc1,0,1
COc1ccccc1NC(=S)NNC(=O)c1ccc(O)cc1,-10,-11
O=C(NCc1ccccc1Cl)c1ccc2sc([C@@H]3O[C@H](CO)[C@H](O)[C@H](O)[C@H]3O)nc2c1,6,-6
Cc1ccc(C)c(N(CC(=O)NN=C2CCCCCCC2)S(C)(=O)=O)c1,-8,4
CCC1C(c2ccccc2)=CCC(C(=O)O)C1C (configuration not stated),8,-23
CC(C)(C)CC(=O)Nc1cccc2c1CCCC2,7,-8
O=C(OCC(=O)N1CCc2ccccc2C1)c1ccc(Cl)c([N+](=O)[O-])c1,7,0
Fc1ccc(Nc2nnc(C(F)(F)F)s2)cc1Cl,-4,-3
Cc1ccc(NC(=O)NNC(=O)c2snnc2C)cc1,-1,5
COc1ccc(-c2noc(CSc3nc(-c4ccccc4)cc(=O)[nH]3)n2)cc1OC,7,-8
O=C(COC(=O)C1CCN(S(=O)(=O)c2ccc(Cl)c(C(F)(F)F)c2)CC1)NCc1ccco1,-4,10
CCCSc1nc2c(c(=O)[nH]c(=O)n2C)n1CCc1ccccc1,0,10
NC(=O)COC(=O)c1cc(S(=O)(=O)N2CCN(c3ccccc3)CC2)ccc1Cl,-3,-3
Nc1nc(COC(=O)C2CC(=O)N(Cc3ccccc3Cl)C2)nc(Nc2ccccc2)n1 (configuration not stated),14,-9
N#Cc1ccc(-c2ccc(F)cc2)nc1Oc1ccccc1,-13,10
Cc1ccc(C)c(OCCC(=O)OCC(=O)NCCc2ccc(S(N)(=O)=O)cc2)c1,7,-7
O=C(CCCSc1nnc(-c2cccs2)n1CC1CCCO1)c1ccccc1 (configuration not stated),-18,6
C=CCn1c(SCC(=O)c2ccc(O)c(O)c2)nnc1-c1cccc(Cl)c1,-11,-22
CN(Cc1cnn(-c2ccccc2)c1)C(=O)C1CCC(=O)N(C2CC2)C1 (configuration not stated),12,0
C=CCc1ccc(OCC(O)CN2CCCCC2)c(OC)c1 (configuration not stated),-14,0
COc1ccc(/C=N/NC(=O)c2nn(C)cc2Br)cc1CSCc1ccco1,-3,-1
CCCCc1nc2sc3c(c2c(=O)[nH]1)CCC3,-3,3
CCc1nc2ccc(C(=O)Nc3ccc(C(N)=O)cc3)cn2c1N(C)CCC(C)C,-1,1
O=C(CCC(=O)c1ccc(F)cc1)OC1CCOC1=O (configuration not stated),-7,-5
Cc1cccc(NC(=O)NCCc2ccc(Cl)cc2)c1,-7,-3
Cc1cc(C)n(C(=O)c2ccc(NC(=O)C3COc4ccccc4O3)cc2)n1 (configuration not stated),7,-10
O=C(NC1CC(=O)N(c2ccccc2)C1)N1CCN(C(=O)c2ccco2)CC1 (configuration not stated),2,-6
Nc1c(N(Cc2ccco2)C(=O)c2ccc(Br)cc2)c(=O)[nH]c(=O)n1Cc1ccccc1,10,-10
Cc1cccc(NC(=O)Nc2nnc(N3CCCCC3C)s2)c1C (configuration not stated),16,-3
Cc1ccc(CNC(=O)CCC2CCCN(Cc3cccc4ncccc34)C2)o1 (configuration not stated),-1,2

# Entries listed so far containing an aryl thioether with sulfur outside any ring, in the order listed:
SMILES,TAG inh,TAG inh DAPI viability
Cc1ccc(OCc2nnc(SCC(=O)CC(=O)Nc3ccccc3)o2)cc1,-11,4
CCCn1c(SCC(=O)Nc2ccc3c(c2)OCO3)n[nH]c1=O,-14,13
COc1ccc(-c2noc(CSc3nc(-c4ccccc4)cc(=O)[nH]3)n2)cc1OC,7,-8
CCCSc1nc2c(c(=O)[nH]c(=O)n2C)n1CCc1ccccc1,0,10
O=C(CCCSc1nnc(-c2cccs2)n1CC1CCCO1)c1ccccc1 (configuration not stated),-18,6
C=CCn1c(SCC(=O)c2ccc(O)c(O)c2)nnc1-c1cccc(Cl)c1,-11,-22

# The results go on.
SMILES,TAG inh,TAG inh DAPI viability
CCC1(c2ccc(Cl)cc2)NC(=O)N(Cc2ccc(C(=O)OC)cc2)C1=O (configuration not stated),-10,5
Cc1ccc(-c2nn(-c3cccc(F)c3)cc2CN(Cc2nccn2C)C(C)C)o1,32,19
COc1ncnc2c1oc1nc(CC(C)C)c3c(c12)CCCC3,4,8
O=C(Cn1nnc2c(cnn2-c2ccccc2)c1=O)NCc1cccs1,0,-5
O=C(/C=C\Nc1ccc(S(=O)(=O)Nc2ncccn2)cc1)c1cccc2ccccc12,-2,4
CCCn1c(CCNC(=O)c2cccs2)nc2ccccc21,-1,1
Cc1ccc(NC(=O)c2cc(S(=O)(=O)NCCC3=CCCCC3)ccc2F)cc1F,3,-2
Cc1cccc(C2=N/C(=C\c3cccnc3)C(=O)O2)c1,8,2
CCOc1ccc(S(=O)(=O)NCCC(=O)N2CC(C)CC(C)C2)cc1 (configuration not stated),9,-4
C=CCC1CCCCC12NC(=O)NC2=O (configuration not stated),6,7
COc1ccc(N2C(=O)C3CCCCC3C2=O)cc1NC(=O)c1ccccc1 (configuration not stated),-17,12
Cc1ccc(S(=O)(=O)N2CCOCC2)cc1NC(=O)C(c1ccc(Cl)cc1)C(C)C (configuration not stated),-3,2
O=C(Cc1ccc(NC(=O)C2CCCN(C(=O)C3CCCC3)C2)cc1)Nc1ccc(C(=O)N2CCOCC2)cc1 (configuration not stated),-16,3
Cc1cc(C)c(C)c(S(=O)(=O)NCc2ccc(C(=O)N3CCOCC3)cc2)c1C,12,-2
CCOc1ccc2nc(N(CCN(CC)CC)C(=O)c3ccc([N+](=O)[O-])cc3)sc2c1,9,-7
O=C(COC(=O)C1CC1)Nc1nc(-c2ccc(F)c(F)c2)cs1,0,2
COc1cccc(C=O)c1OCCCOc1cccc2cccnc12,3,-1
CC(C)N1CN=C(Nc2nc3ccccc3o2)NC1,-10,1
Cc1ccc(S(=O)(=O)NCCC(=O)NC2CCC(C)CC2)cc1 (configuration not stated),4,-6
O=C(CSc1nc2c(sc3ccccc32)c(=O)n1CCCN1CCCC1)NCc1ccco1,3,15
CC(=O)c1c(C)nc(-c2ccc(OCC(=O)Nc3ccccc3)cc2)n1O,8,-4
COc1cc([N+](=O)[O-])ccc1-c1ccc(/C=C2\C(=O)ON=C2c2ccccc2)o1,12,-11
COC(=O)c1cn(C(=O)c2ccccc2Cl)c2ccccc12,3,-3
Cc1ccccc1CNC(=O)C(=O)NCC1CCCN1S(=O)(=O)c1cccs1 (configuration not stated),12,-6
Cc1ccccc1CC(=O)Nc1ccc2c(c1)c(=O)n(C)n2-c1ccccc1F,9,6
CC(C)(C)c1ccc(C(=O)CCC(=O)OCC(=O)NCCc2ccc(S(N)(=O)=O)cc2)cc1,-21,5
O=C(N1CCN(c2ccccc2F)CC1)C12CC3CC(CC(C3)C1)C2,10,8
CN(C)S(=O)(=O)N1CCN(c2cc(Cl)ccc2Cl)CC1,-3,1
COc1ccc(/C=C/C(=O)NC(=S)NNC(=O)Cc2cccs2)cc1OC,4,17
CCO[C@@H]1OC(C(=O)O)=C[C@H](c2csc3ccccc23)[C@H]1CCCO,-22,6
O=C(C1CCCN(S(=O)(=O)c2ccc(Br)s2)C1)N1CCCCCC1 (configuration not stated),1,-4
CCc1nc(SCC(=O)Nc2ccc([N+](=O)[O-])cc2)n[nH]1,3,-7
O=C1C2C3c4ccccc4C(c4ccccc43)C2C(=O)N1c1cccc2cccnc12 (configuration not stated),18,-16
OCC[C@H]1C[C@H](O)[C@@H](O)[C@]2(CCCCO2)O1,-2,4
Cc1ccc(OCC(=O)Nc2nc(-c3ccccn3)cs2)c(C)c1,2,7
Cc1oc(-c2cccs2)nc1CS(=O)CC(=O)NCc1ccc2c(c1)OCO2 (configuration not stated),0,-3
COCc1cc(=O)[nH]c(SC)n1,3,-6
COc1cc(NC(=O)COC(=O)CC(C)(C)C)c(C)cc1[N+](=O)[O-],1,7
CC(=O)CCc1oc2ccccc2c1-c1ccccc1,0,0
N#Cc1c(NC(=O)c2nc3ncccn3n2)sc2c1CCCCC2,-14,7
CCn1cc(C(=O)NCC2CCCO2)c2cc(OC)c(OC)cc2c1=O (configuration not stated),3,-3
O=C(Nc1ccn(CCCN2CCN(Cc3ccc(F)cc3)CC2)c(=O)n1)OCc1ccccc1,-10,10
CC(=O)Nc1nc(C(=O)O)cs1,-16,13
Cc1ccc(C(=O)N/C(=C\c2ccc3c(c2)OCO3)C(=O)Nc2ccc(C(=O)O)cc2)cc1,-13,-5
COc1ccc(C2=NOC(Cn3nc(C(=O)NCc4ccc(OC(F)(F)F)cc4)cc3-c3ccccc3)C2)cc1 (configuration not stated),-64,-6
CN(C)CCSc1nc(N)c2c3c(sc2n1)CN(C)CC3,-3,12
Cc1ccc2nc(-c3cccs3)oc(=O)c2c1,1,-1
COc1ccc(N2CCN(C(=S)NCc3ccccc3)CC2)cc1,-6,1

# Three structures already listed, sorted by length of the SMILES, high to low:
SMILES,TAG inh,TAG inh DAPI viability
O=C(Nc1ccn(CCCN2CCN(Cc3ccc(F)cc3)CC2)c(=O)n1)OCc1ccccc1,-10,10
COc1cc(NC(=O)COC(=O)CC(C)(C)C)c(C)cc1[N+](=O)[O-],1,7
CC(=O)Nc1nc(C(=O)O)cs1,-16,13

# Continuation:
SMILES,TAG inh,TAG inh DAPI viability
CCN(CC)C(=O)C1=C(C)N(CCCN2CCCC2=O)C(=O)C(CC(=O)NC(c2ccccc2)c2ccccc2)C1 (configuration not stated),2,3
COc1nc(N)c(C#N)c(-c2ccc(N(C)CCC#N)cc2)c1C#N,14,5
COC1=CC2(O)CCCC2=CC1=O (configuration not stated),-1,-78
Cc1ccc(N2C(N)=NC(N)=NC2(C)C)c(C)c1,-11,10
O=C(c1ccccn1)C1CCCN(Cc2nc(Cc3cccc(F)c3)no2)C1 (configuration not stated),-8,4
COCCn1c(N)c(N(Cc2ccccc2)C(=O)c2cc3ccccc3o2)c(=O)[nH]c1=O,2,3
Cc1cc(C)cc(-c2nc(-c3ccncc3)no2)c1,5,-3
COc1ccc(OCC(=O)N2CCN(C(=O)c3ccco3)CC2)cc1,-14,-1
Cc1ccc(-c2nc(-c3ccccn3)no2)cc1[N+](=O)[O-],-5,0
O=C(Nc1ccc(S(=O)(=O)N2CCOCC2)cc1)C1CCCCC1,-6,6
Cc1ccc(C)c(OCc2cc(C(=O)N3CCN(c4ccccc4)CC3)no2)c1,3,1
O=C(c1ccc(N2CCN(C(=O)c3ccc(F)cc3F)CC2)cc1)c1cccc(F)c1,-2,-1
CNS(=O)(=O)c1cccc(C(=O)OCc2cc(C(C)=O)ccc2OC)c1,-6,-13
COc1ccc(C(CNC(=O)c2ccc(NS(=O)(=O)c3ccc(F)c(C)c3)cc2)N(C)C)cc1 (configuration not stated),-1,4
C=CCN1CCc2c(cc(O)c(O)c2Br)[C@@H](c2ccccc2)C1,-5,-8
O=C(OCCc1cc2ccccc2c(=O)o1)c1ccc(C(F)(F)F)cc1,-10,13
O=C(COC(=O)/C=C/c1cccc(C(F)(F)F)c1)NC1CCCCCC1,8,-7
COc1ccc(C(=O)c2c[nH]c(C(=O)NCc3cccnc3)c2)cc1,3,4
Cc1nc(C(=O)NNC(=O)c2ccccc2)c(C(F)(F)F)o1,6,-8
Cc1c(NC(=O)CSc2nnc(Nc3ccccc3)s2)c(=O)n(-c2ccccc2)n1C,6,0
Cc1cc(N2CCN(Cc3cn(C)nc3-c3ccccc3F)CC2)cc(C)n1,74*,-40*
COc1ccc(Cc2noc(CN(C)CC3CCN(Cc4ccccc4)CC3)n2)cc1OC,-8,7
CCCn1c(SCC(=O)Nc2nc(C)c(C(=O)OC)s2)nnc1C(C)C,12,-2
O=C(Nc1ncc([N+](=O)[O-])s1)C1COc2ccccc2O1 (configuration not stated),-9,2
CCCNc1ncnc2[nH]ncc12,-9,13

# In a second layout: 3 of the compounds above.
canonical_smiles	TAG inh	TAG inh DAPI viability
O=C(OCCc1cc2ccccc2c(=O)o1)c1ccc(C(F)(F)F)cc1	-10	13
O=C(COC(=O)/C=C/c1cccc(C(F)(F)F)c1)NC1CCCCCC1	8	-7
COc1ccc(C(=O)c2c[nH]c(C(=O)NCc3cccnc3)c2)cc1	3	4

# Source: PubChem

# Some of the compounds tested; the hit share may differ from the screen's.
